# Large T inhibition: TAg ATPase/helicase activity blockers – biochemical (AID 1903) | SV40 large T antigen ATPase/helicase inhibition assay; higher % means a stronger effect | one-dose inhibition, % at 20 µM; IC50 in µM for titrated hits | hit rate 0.39% among 310,000; in the data active = a potency from the dose series; inconclusive = inhibition mostly from about 32% at the one dose, without a potency; inactive = the rest, 99 in 100 with inhibition below about 32%; also: strong numbers were not always called active
# CSM14.1 death rescue: protection against thapsigargin-triggered cell killing – 384-well, CSM14.1, ATP luminescence, primary screen (AID 1222). CSM14.1 thapsigargin-induced death rescue, ATP luminescence; higher % means a stronger effect. one-dose cellular ATP content (survival), % at 20 µM; EC50 in µM for titrated hits. 190,000 tested, under 10 active;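 active = EC50 below 50 µM in the dose-response confirmation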;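 also: death triggered by thapsigargin at about 15 µM added after 2 h compound pretreatment; cell ATP read after overnight thapsigargin exposure of roughly 18 to 22 hours; normalized against plate controls of thapsigargin alone and 5% DMSO vehicle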
# LYP phosphatase: PTPN22 lymphoid phosphatase activity blockers – biochemical, fluorescence intensity, uHTS (AID 1779); recombinant LYP phosphatase, fluorescence intensity; higher % means a stronger effect; inhibition, % at 11.5 µM, or IC50 in µM where a hit was titrated; hit rate 0.054% among 290,000; in the data active = inhibition above about 50%;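 also: plate controls were vehicle with enzyme for no effect and no enzyme for full effect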
# Rac1 GTP hydrolysis: MgcRacGAP GTPase-activating activity inhibitors, confirmation, biochemical, ADP Hunter fluorescence | AID 624330 | MgcRacGAP-stimulated Rac1 GTP hydrolysis, ADP Hunter fluorescence; higher % means a stronger effect; GST-tagged Rac1 F28L mutant substrate | hit rate 0.6% among 340,000 | one-dose inhibition, % at 30 µM; IC50 in µM for titrated hits;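 active = first-screen hits whose inhibition reached a set limit at any dose in the follow-up dose series; inconclusive = inhibition above the set first-screen limit but never retested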;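 also: fluorescence reports GDP produced by GAP-driven GTP hydrolysis; strong numbers were not always called active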
# RSV antiviral HEp-2: inhibition of RSV-induced cytopathic effect – HEp-2 cells, primary 10 µM value included (AID 2391) | HEp-2 cells, RSV-induced CPE inhibition; higher % means a stronger effect | CPE inhibition, % at 10 µM; hits with a dose series show IC50 in µM | hit rate 0.13% among 310,000; in the data active = a potency from the dose series; inconclusive = CPE inhibition mostly from about 23% at the one dose, without a potency; inactive = the rest, 99 in 100 with CPE inhibition below about 21%; also: strong numbers were not always called active
# GPR35 antagonists: GPR35 antagonists blocking zaprinast-driven arrestin recruitment, primary screen, imaging, U2OS, beta-arrestin-GFP, zaprinast agonist (AID 2058); inhibition, % at 10 µM, or IC50 in µM where a hit was titrated; hit rate 0.052% among 290,000; U2OS GPR35 beta-arrestin-GFP translocation imaging, zaprinast antagonism; higher % means a stronger effect;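 active = inhibition of at least 50% with at least 30 cells and total cytoplasm GFP at most 10,000,000; inconclusive = under 30 cells or total GFP of 10,000,000 plus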
# West Nile antiviral: West Nile virus antiviral activity, cell-based, CPE readout (AID 1621); CPE inhibition, % at 10 µM; hits with a dose series show IC50 in µM; hit rate 0.02% among 290,000; West Nile virus-infected cells, CPE inhibition; higher % means a stronger effect; in the data active = a potency from the dose series; inconclusive = CPE inhibition mostly from about 3.7% at the one dose, without a potency; inactive = the rest, 99 in 100 with CPE inhibition below about 2.2%; also: strong numbers were not always called active
# NS5 inhibitors: flavivirus cap methylation enzyme inhibition – biochemical, confirmation dose response, primary screen (AID 588689); hit rate 0.3% among 340,000; one-dose inhibition, % at 25 µM; IC50 in µM for titrated hits; Dengue-2 NS5 methyltransferase capping enzyme assay, biochemical; higher % means a stronger effect; in the data active = a potency from the dose series; inconclusive = inhibition above about 29% without an active follow-up result
# PhoP inhibition: inhibitors of PhoP regulon expression, primary screen, Salmonella Typhimurium, GFP reporter (AID 1863); S. Typhimurium PhoP-regulated promoter GFP reporter, 4 h; higher % means a stronger effect; inhibition, % at 50 µM; hits with a dose series show IC50 in µM; hit rate 0.16% among 300,000;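 active = inhibition over 29.93%, a cutoff 3 SD above the screen mean, later confirmed by dose response; inconclusive = inhibition over 29.93% but no dose response follow-up; inactive = inhibition at most 29.93% or unconfirmed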;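 also: 0% = low Mg2+ inducing control and 100% = high Mg2+ repressing control; strong numbers were not always called active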
# NS5 inhibitors pilot replicate: recorded beside NS5 inhibitors, whose call it bears; inhibition, %; measured here: pilot screen replicate inhibition
# * marks the source's active call; other numbers are inactive results; ? = inconclusive; . = no result given.
SMILES,Large T inhibition,CSM14.1 death rescue,LYP phosphatase,Rac1 GTP hydrolysis,RSV antiviral HEp-2,GPR35 antagonists,West Nile antiviral,NS5 inhibitors,PhoP inhibition,others
CC(C)(C)c1ccc(OCCC(=O)OCC(=O)Nc2ccc(N3CCOCC3)cc2)cc1,11%,.,.,3%,-1.3%,.,.,-3%,-6%,
COc1ccc2c(c1)C(=O)N(c1ccccc1OC)C(=O)C2(C)C,-4%,0.0%,-4%,18%,1.1%,-3%,-0.3%,1%,16%,
C=CCOC(=O)C1=C(C)NC(=O)NC1c1cc2c(cc1Br)OCO2 (centres undefined),16%,.,-3%,9%,1.6%,5%,-1.4%,-12%,-1%,
CCCC1(C(=O)OC)NC(c2cc(OC)c(OC)c(OC)c2)C2C(=O)N(CC)C(=O)C21 (centres undefined),0%,-6.7%,-5%,6%,0.8%,4%,0.0%,-6%,3%,
CCCN(CC(=O)Nc1ccc(C(N)=O)cc1)CC(=O)Nc1ccccc1C,27%,0.1%,-3%,6%,-0.4%,-6%,-0.2%,-7%,2%,
Nn1c(SCC(=O)NC2CCCc3ccccc32)nnc1-c1ccc(Cl)cc1Cl (centres undefined),21%,3.4%,-5%,.,.,-4%,-0.9%,.,6%,
COc1ccc(/C=N/n2c(SC)nnc(C(C)(C)C)c2=O)cc1,3%,-0.7%,0%,10%,0.3%,8%,0.4%,5%,10%,
COc1ccc(O)c(C(=O)c2cnn(C(=O)c3cccc(S(=O)(=O)N4CCOCC4)c3)c2)c1,-1%,-2.0%,-6%,6%,2.6%,8%,-0.1%,1%,2%,
O=S(=O)(c1ccc(F)cc1)N1CCN(c2ccccc2)CC1,5%,-2.6%,-9%,7%,0.8%,14%,0.0%,0%,-6%,
COCC(C)N=C1NN=C(c2cc(C)n(Cc3ccccc3Cl)c2C)CS1 (centres undefined),4%,-2.7%,2%,-4%,3.6%,-1%,-1.9%,-6%,3%,
CCOC(=O)c1ccc(NC(=O)Cn2nnc3ccccc32)cc1,1%,-1.6%,-7%,5%,14%,-6%,0.3%,-7%,26%,
Cc1cccc2[nH]c(CCNC(=O)C3CCC(=O)N(CCc4cccc(F)c4)C3)nc12 (centres undefined),12%,.,-11%,11%,-0.9%,-7%,-0.1%,14%,4%,
CS(=O)(=O)N1CCN(c2ccccc2NC(=O)c2cccc3ccccc23)CC1,18%,-0.1%,-6%,1%,5.6%,0%,-0.1%,-1%,6%,
CCOC(=O)C1=C(C)C(c2ccccc2OC)NC(=O)N1 (centres undefined),11%,0.5%,-1%,4%,0.4%,0%,0.2%,6%,-1%,
COc1cc(C(=O)NCc2cccnc2)ccc1OCC(=O)Nc1cccc(C(F)(F)F)c1,3%,.,.,1%,-0.4%,.,.,-6%,-3%,
Cc1cc(=O)oc2cc(NC(=O)C3CC(=O)N(Cc4ccccc4)C3)ccc12 (centres undefined),3%,0.2%,-11%,3%,2.2%,-5%,0.1%,-3%,-5%,
COc1ccccc1N(CC(=O)NCc1ccccc1C)S(=O)(=O)c1ccc(C)cc1,2%,.,-4%,6%,?,4%,-1.1%,0%,-1%,
CCC(c1nnc(SCC(=O)Nc2ccc(Cl)cc2C(F)(F)F)n1C1CCCCC1)N(C)C (centres undefined),14%,1.1%,-4%,6%,0.3%,-15%,-1.2%,-1%,-11%,
COc1ccc(N2CCN(C(=O)c3cc(C)oc3C)CC2)cc1,23%,.,-4%,16%,0.1%,-21%,-0.5%,-9%,-6%,
O=C(CSc1nc2ccsc2c(=O)n1NC(=O)c1ccccc1)NCc1ccco1,7%,0.2%,-5%,15%,-0.6%,-6%,-0.7%,-2%,7%,
Cc1ccc(S(=O)(=O)N(C)C)cc1NC(=O)C(C)NC(C)c1cccs1 (centres undefined),1%,.,-9%,3%,0.9%,-9%,-0.9%,-5%,-4%,
O=C(Cn1nnc(-c2ccc(Cl)cc2)n1)NC1CCN(Cc2ccccc2)CC1,0%,-0.8%,-8%,13%,-0.8%,4%,0.0%,-1%,-1%,
Cn1c(=O)[nH]c(=O)c2c1ncn2CCN1CCCCC1,16%,-1.9%,-18%,11%,0.9%,-2%,0.3%,5%,-4%,
COC(=O)C(C)N(C#N)c1nc(C)cc(C)n1 (centres undefined),-2%,-1.2%,-1%,16%,0.7%,4%,0.4%,-6%,-5%,
CCCCCCC(=O)N1CCN(c2cc3c(cc2F)c(=O)c(C(=O)O)cn3CC)CC1,.,.,.,16%,9.4%,.,-0.8%,-5%,.,
# Carrying on.
SMILES,Large T inhibition,CSM14.1 death rescue,LYP phosphatase,Rac1 GTP hydrolysis,RSV antiviral HEp-2,GPR35 antagonists,West Nile antiviral,NS5 inhibitors,PhoP inhibition,others
CCCc1nnc(NC(=O)c2cccs2)s1,18%,-0.9%,-7%,3%,1.3%,12%,0.4%,4%,1%,
COc1ccc(N2CCN(C(=O)CSc3nc4ccccc4c(=O)[nH]3)CC2)cc1,19%,.,-9%,3%,2.0%,-14%,-0.5%,-1%,-8%,
CCOc1ccc(C(C)NC(=O)c2ccccc2OCc2c(C)noc2C)cc1OCC (centres undefined),14%,.,-12%,0%,1.2%,-7%,-0.8%,-6%,-3%,
COC(=O)c1nnn(-c2nonc2N)c1CSc1ccc(Cl)cc1,16%,-2.6%,-8%,7%,1.6%,6%,0.1%,-3%,11%,
O=C(C/C=N\O)Nc1ccc(Oc2ccccc2)cc1,11%,-0.3%,0%,-3%,-0.1%,-16%,-0.4%,2%,0%,
CCOC(=O)C1=C(c2ccccc2)N=c2s/c(=C\c3ccco3)c(=O)n2C1c1cccs1 (centres undefined),30%,2.6%,6%,11%,1.9%,-7%,.,11%,-2%,
Cc1c(NC(=O)c2cc3nc(-c4ccc(Cl)cc4)cc(C(F)(F)F)n3n2)c(=O)n(-c2ccccc2)n1C,7%,0.8%,-2%,8%,1.6%,-8%,-0.1%,1%,0%,
C/C(=N\NC(=O)COc1ccccc1[N+](=O)[O-])c1cccs1,1%,-2.0%,4%,11%,2.3%,-8%,-0.4%,-1%,-10%,
C[C@@H](C(=O)NC1CCCC1)N1C(=O)N2CCc3c([nH]c4ccccc34)[C@@]2(C)C1=O,2%,.,-10%,8%,.,-10%,-1.8%,-10%,6%,
CCc1cc2c(C)cc(=O)oc2cc1Oc1ncccc1[N+](=O)[O-],-4%,-0.3%,-6%,.,2.6%,-9%,0.6%,.,7%,
O=C(NCc1ccc(Cl)cc1)c1cc2c(nc3sccn32)s1,9%,-1.3%,-1%,9%,17%,6%,-0.9%,-6%,4%,
COc1ccc(-c2[nH]ncc2/C=N\NS(=O)(=O)c2ccccc2)cc1OC,9%,-0.5%,-2%,8%,-0.1%,-10%,.,-9%,0%,
CCOC(=O)C1(CCOC)CCN(Cc2cccc(OCc3ccccc3)c2)CC1,31%,.,-3%,-8%,16%,11%,-1.3%,-1%,-4%,NS5 inhibitors pilot replicate=-0.6
Cc1cc(C)c2sc(N(CCN(C)C)C(=O)c3ccc4ccccc4c3)nc2c1,3%,.,-13%,11%,-1.9%,9%,-0.7%,-11%,3%,
CCC(=O)Nc1ccc(S(=O)(=O)N2CCCCC2)cc1OC,10%,0.7%,-9%,8%,-0.7%,4%,.,-2%,-2%,
Cc1c(OCC(=O)N2CCC(C(N)=O)CC2)ccc2c3c(c(=O)oc12)CCC3,6%,.,-10%,-1%,1.5%,0%,-0.4%,-4%,-7%,
O=C(NNC(=S)NCc1ccccc1)c1ccc(OC(F)F)cc1,14%,1.1%,-4%,-4%,2.1%,4%,0.6%,19%,-1%,
COc1ccccc1NS(=O)(=O)c1cc(NC(=S)Nc2cc(C)cc(C)c2)ccc1Cl,7%,-2.8%,-1%,9%,12%,-1%,-0.5%,-4%,33%,
Cc1ccc(SCCC(=O)OC(C)C(=O)Nc2ccccc2)cc1 (centres undefined),7%,.,.,-4%,-1.9%,.,.,-8%,5%,
CC(OC(=O)c1cccc(S(=O)(=O)N(C)C)c1)C(=O)NCc1ccc2c(c1)OCO2 (centres undefined),10%,.,.,9%,1.7%,.,.,-11%,-3%,
C/C=C/c1ccc(OCCOc2cccc3cccnc23)c(OC)c1,15%,13%,3%,0%,7.6%,-11%,-0.5%,-8%,1%,
COc1ccc(NC(=O)c2ccccc2NS(=O)(=O)c2ccc(CNC(C)=O)cc2)c(OC)c1,4%,.,-6%,5%,-0.5%,-3%,-0.3%,-2%,2%,
Cc1nc2cc(-c3ccccc3)nn2c(C)c1CCC(=O)NC(C)c1ccc2c(c1)OCCO2 (centres undefined),11%,-0.9%,-3%,2%,6.1%,-9%,.,-7%,5%,
COc1ccc(S(=O)(=O)NCc2ccccn2)cc1Cl,17%,.,3%,10%,-0.7%,20%,0.5%,-3%,-6%,
O=C(Nc1ccccc1)c1ccc(S(=O)(=O)NCc2cccnc2)cc1,-5%,.,-11%,9%,7.7%,12%,-1.1%,2%,8%,
# The list goes on.
SMILES,Large T inhibition,CSM14.1 death rescue,LYP phosphatase,Rac1 GTP hydrolysis,RSV antiviral HEp-2,GPR35 antagonists,West Nile antiviral,NS5 inhibitors,PhoP inhibition,others
CCCC(C)c1nnc(NC(=O)C(=O)OCC)s1 (centres undefined),6%,-0.2%,-1%,21%,2.4%,-1%,1.2%,12%,-7%,
COc1cccc(CN2CCNC(=O)C2CC(=O)O)c1OC (centres undefined),6%,-1.4%,0%,1%,2.5%,-10%,0.1%,-3%,-9%,
COc1ccc(OC)c(NC(=O)Nc2cccnc2)c1,16%,.,-7%,7%,2.6%,-5%,-0.2%,2%,-5%,
OCCC1CN(C2CCN(c3ccccc3)CC2)CCN1Cc1ccc(F)c(F)c1 (centres undefined),9%,-0.5%,-12%,6%,0.4%,0%,-0.6%,0%,-1%,
CC(OC(=O)C1=COCCO1)C(=O)Nc1ccc(Oc2ccccc2)cc1 (centres undefined),-11%,-3.4%,-10%,7%,3.8%,2%,0.1%,-5%,-1%,
COc1ccc(S(=O)(=O)NC(C)C(=O)NCc2ccncc2)cc1Cl (centres undefined),2%,.,-9%,6%,0.6%,16%,-1.3%,-6%,0%,
O/C(=C\Sc1nnc(Cc2ccccc2)o1)c1ccc(F)cc1,0%,-1.3%,-2%,0%,-0.5%,5%,0.1%,-3%,-7%,
CCc1ccc(NC(=S)N2CCN(S(=O)(=O)c3ccccc3)CC2)cc1,17%,.,-11%,10%,4.6%,-14%,-0.8%,-4%,-2%,

# Quoted from the results shown (two entries):
SMILES,Large T inhibition,CSM14.1 death rescue,LYP phosphatase,Rac1 GTP hydrolysis,RSV antiviral HEp-2,GPR35 antagonists,West Nile antiviral,NS5 inhibitors,PhoP inhibition,others
CCCC(C)c1nnc(NC(=O)C(=O)OCC)s1 (centres undefined),6%,-0.2%,-1%,21%,2.4%,-1%,1.2%,12%,-7%,
COc1cccc(CN2CCNC(=O)C2CC(=O)O)c1OC (centres undefined),6%,-1.4%,0%,1%,2.5%,-10%,0.1%,-3%,-9%,

# Bioassay records: PubChem, several laboratories
